CF NFkB inh – inhibitors of cystic fibrosis induced NF-kB | inhibition, % at 5 µM | 0.86% of 360,000 active | KKLEB NF-kB-GFP reporter, PAF-induced, GFP fluorescence overnight;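 active = at least 50% inhibition at 5 µM, scaled per plate between neutral and stimulator controls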;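 also: PAF is a Pseudomonas aeruginosa culture filtrate used as stimulus; plate controls were PAF-stimulated DMSO wells for no effect and unstimulated DMSO wells for full effect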
LMP1 NFkB inh – Epstein-Barr LMP1 NF-kappaB reporter inhibition; LMP1-induced NF-kappaB luciferase reporter cells, luminescence; inhibition, % at 12.5 µM; 0.69% of 350,000 active; in the data active = inhibition above about 41%; inconclusive = no clear call, values can overlap the other calls;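 also: 0% = neutral control wells and 100% = reference inhibitor control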
C8 TRAIL sens – sensitizes caspase-8 expressing cells to TRAIL; NB7+C8 cells + TRAIL, ATPlite viability luminescence; inhibition (viability loss, TRAIL sensitization), % at 10 µM; 1% of 360,000 active;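 active = compounds causing at least 50% loss of cell viability in the single-dose screen, relative to plate controls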
LRH-1 inv ag – suppresses constitutive activity of human LRH-1 | AID 602396 | HEK293T StAR-luciferase reporter, LRH-1 transfected, 24 h | 0.13% of 360,000 active | inhibition, % at 3.6 µM;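 active = inhibition above the mean inhibition of all tested compounds plus 3 SD, cut at about 73% in these data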;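 also: 0% = DMSO wells and 100% = reporter-only cells lacking LRH-1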
Target sequence (O00482 whole entry, looked up): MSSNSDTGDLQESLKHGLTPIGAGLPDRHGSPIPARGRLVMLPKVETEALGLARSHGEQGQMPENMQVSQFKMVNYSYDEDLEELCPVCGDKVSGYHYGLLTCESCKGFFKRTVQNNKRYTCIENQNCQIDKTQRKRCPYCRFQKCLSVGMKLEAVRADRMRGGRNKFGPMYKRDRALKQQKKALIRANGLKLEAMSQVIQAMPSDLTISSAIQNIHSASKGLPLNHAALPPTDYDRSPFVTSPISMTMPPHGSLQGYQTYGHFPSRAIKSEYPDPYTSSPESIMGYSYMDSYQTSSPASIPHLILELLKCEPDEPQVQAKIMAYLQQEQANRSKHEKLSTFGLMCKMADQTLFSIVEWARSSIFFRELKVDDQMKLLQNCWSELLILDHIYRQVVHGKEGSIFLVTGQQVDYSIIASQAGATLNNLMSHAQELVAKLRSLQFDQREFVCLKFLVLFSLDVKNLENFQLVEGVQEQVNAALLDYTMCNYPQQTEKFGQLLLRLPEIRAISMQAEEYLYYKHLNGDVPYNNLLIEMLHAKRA
NCOA1 inh – inhibitors of human steroid receptor coactivator 1 (SRC1); Q15788; HEK293 GAL4-SRC1 luciferase reporter, luminescence; inhibition, % at 3.6 µM; 0.12% of 360,000 active;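 active = inhibition above the campaign mean plus 3 SD, with each screening campaign given its own cutoff, cut at about 60% in these data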;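 also: 0% = DMSO treated cells and 100% = gossypol at 36 µM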
TWEAK-Fn14 inh – blocks TWEAK-Fn14 interaction in a reporter cell assay; inhibition, % at 10 µM; AID 1159606; 2% of 360,000 active; TWEAK-stimulated Fn14 reporter cells, luciferase luminescence, 8 h; in the data active = inhibition above about 50%
NCOA3 inh – inhibitors of human steroid receptor coactivator 3 (SRC3); Q9Y6Q9; HEK293 GAL4-SRC3 luciferase reporter, luminescence; inhibition, % at 3.6 µM; 0.17% of 360,000 active; AID 588352;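 active = inhibition above a per-campaign cutoff, the mean of all compounds plus 3 SD, cut at about 60% in these data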;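 also: 0% = DMSO-treated cells and 100% = gossypol-treated cells at 36 µM; higher means less SRC3-driven luciferase light from the GAL4 reporter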
NCOA2 inhibitor – human SRC2 (NCOA2) inhibition; Q15596; HEK293 GAL4-SRC2 luciferase reporter, luminescence; inhibition, % at 9 µM; 0.17% of 370,000 active; AID 651957;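 active = inhibition above the mean inhibition of all tested compounds plus 3 SD, set per campaign, cut at about 52% in these data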;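 also: 0% = DMSO treated cells and 100% = cells given Gossypol at 36 µM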
TROY NFkB inh – inhibitors of TROY-dependent NF-kB signaling | Q293 LMP1-TROYcd NF-kB luciferase reporter, 4 h | inhibition, % at 10 µM | 0.98% of 360,000 active;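 active = compounds whose plate-normalised and pattern-corrected inhibition of the luciferase reporter signal at the single screening dose is 50% or more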
KKLEB cytotox – CF airway cell cytotoxicity counter-screen. 0.36% of 360,000 active. activity change (cytotoxicity), % at 5 µM. KKLEB CF airway cells viability, ATPlite luminescence, overnight; hits give low values; cells stimulated with P. aeruginosa culture filtrate;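 active = corrected activity change at or below -50% at 5 µM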
COUP-TFII inh – NR2F2 (human) inhibition, primary screen. AID 686940. inhibition, % at 8.6 µM. P24468. 0.7% of 370,000 active. HEK293T NGFI-A luciferase reporter, luminescence;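 active = inhibition above a per-plate cutoff, mean inhibition of test wells between control levels plus 3 SD, cut at about 38% in these data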;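 also: cells cotransfected with COUP-TFII expression vector driving the NGFI-A reporter; 0% = median of COUP-TF2 test wells and 100% = reporter-only cells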
Target sequence (P24468 whole entry, looked up): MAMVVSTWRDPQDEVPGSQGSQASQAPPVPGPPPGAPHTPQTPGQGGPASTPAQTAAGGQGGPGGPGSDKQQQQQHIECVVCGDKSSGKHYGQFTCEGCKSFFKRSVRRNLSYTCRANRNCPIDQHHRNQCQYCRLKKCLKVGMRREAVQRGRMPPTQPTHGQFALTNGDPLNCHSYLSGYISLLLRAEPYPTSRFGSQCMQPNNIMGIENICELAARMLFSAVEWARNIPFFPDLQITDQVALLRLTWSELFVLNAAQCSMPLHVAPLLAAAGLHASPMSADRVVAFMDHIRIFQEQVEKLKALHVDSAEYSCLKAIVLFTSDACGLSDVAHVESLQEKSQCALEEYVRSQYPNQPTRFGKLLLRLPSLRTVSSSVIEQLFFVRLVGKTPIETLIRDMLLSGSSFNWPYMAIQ
* = called active by the depositor; ? = inconclusive; nt = not tested or not shown.

Results follow in this order: CF NFkB inh, LMP1 NFkB inh, C8 TRAIL sens, LRH-1 inv ag, NCOA1 inh, TWEAK-Fn14 inh, NCOA3 inh, NCOA2 inhibitor, TROY NFkB inh, KKLEB cytotox, COUP-TFII inh
COCCNC(=O)C(C)OC(=O)c1nsc(Cl)c1Cl (stereo unspecified)
 : 4, -9, 14, 6, -1, 1, 13, -4, -9, -3, -2
Cc1ccc(C(C)NC(=O)C2CCCO2)cc1C (stereo unspecified)
 : 10, -3, 14, 2, 1, 22, -8, -12, 11, -2, 19
CCOC(=O)Cc1csc(SCC(=O)NC2CCCCC2)n1
 : 20, -2, -11, -8, 9, 10, 13, 7, -10, -2, 13
O=C(NCCN1CCCC1)c1ccc(Cl)cc1
 : -11, 2, 2, -10, 14, 4, 8, -12, 10, 18, 2
Cc1cc(NCCCN2CCOCC2)n2ncc(-c3ccc(Cl)cc3)c2n1
 : 43, -29, 27, -85, -43, 30, -73, -23, 19, -44, -12
COc1ccc(C(=O)Nc2cc(=O)n(C)c(=O)n2C)cc1
 : 3, -8, 5, -14, -14, -11, 4, -9, 0, 3, -2
CCOc1ccccc1N1CCN(C(=O)[C@@H]2CCCN2C2=NS(=O)(=O)c3ccccc32)CC1
 : 18, -4, -5, -5, -11, -5, -2, 3, 3, 4, -5
CCN(C[C@H]1N[C@@](CC)(C(=O)OC)[C@H]2C(=O)N(Cc3ccccc3)C(=O)[C@@H]12)S(=O)(=O)c1ccc(OC(F)(F)F)cc1
 : 35, -6, 4, 9, 6, -26, 8, 3, -2, -9, 5
CC(OC(=O)c1cccc(-n2cnnn2)c1)C(=O)Nc1cccc(Cl)c1 (stereo unspecified)
 : 34, 10, 10, 20, 7, 31, 11, 31, 5, -19, 1
O=C(NN1C(=O)c2ccccc2NC1c1ccccn1)c1ccc(Br)cc1 (stereo unspecified)
 : 1, -13, -9, 0, 4, -11, -23, 4, -13, -16, 3
COc1ccc(C(O)C(CN2CCOCC2)c2ccccc2)cc1F (stereo unspecified)
 : 0, 0, 9, 9, 2, 74*, 13, 12, 55*, 9, -4
CCOc1ccc(CNC(=O)CCS(=O)(=O)Cc2cccc(Cl)c2)cc1OC
 : 3, 1, -20, 9, -30, -9, -15, -5, 5, -2, 6
CNc1ccc(C(=O)OCC(=O)Nc2ccnn2C(C)C)cc1[N+](=O)[O-]
 : -3, -8, 6, 15, -24, -6, 2, 0, 3, 4, -8
Cc1cccc(C)c1OCc1cc(C(=O)N2CCC[C@H]2C(N)=O)no1
 : -9, 4, -1, -8, -1, -6, 6, -38, -14, -17, 4
COc1ccc(CCNC(=O)CCC(=O)Nc2ccc3nc(N4CCN(C)CC4)cc(C)c3c2)cc1OC
 : 4, 0, -11, 9, -24, -1, 12, 2, 4, 0, 20
CCOC(=O)CSc1nc2cc3c(cc2cc1C)OCO3
 : -8, -1, 8, 11, 3, 4, 6, 2, -7, 8, 12
COc1cc(SC)ccc1C(=O)Nc1ncc(C)s1
 : -10, 74*, 80*, -37, -13, 100*, 11, 53*, 83*, -53*, 48*
O=C(c1cccc(S(=O)(=O)NCc2ccc3c(c2)OCO3)c1)N1CCCC1
 : 28, -10, -6, 12, -5, -6, 2, 8, 7, -9, 9
O=C1C(C=Nc2ccc(F)cc2)=C(O)c2ccccc21
 : -15, -36, 57*, -114, -150, 80*, -79, -49, 35, -9, -56
CCc1nnc(NC(=O)CSc2nnc(C)n2-c2ccc(C)cc2)s1
 : -14, -4, -7, 13, 1, -2, 15, -1, -39, 4, 0
COc1ccc(OC)c(/C=N/NC(=O)CCc2c(C)n[nH]c2C)c1
 : 1, -14, 0, -9, -7, -18, 0, -10, 36, -2, 2
CCc1cc2c(-c3ccccc3)cc(=O)oc2cc1OC(C)C(=O)O (stereo unspecified)
 : 3, -1, -4, -2, -29, -13, -11, 12, 23, 6, 17
CC1(Cc2cccc(C(F)(F)F)c2)C(=O)Nc2ccc(-c3ccc(F)c(Cl)c3)cc21 (stereo unspecified)
 : 21, nt, 0, 2, 8, 18, 18, 15, 6, -12, -9
O=C(OCn1ncc(Br)c(Br)c1=O)c1ccc(F)cc1
 : 93*, ?, 95*, -34, -124, 102*, -44, nt, 83*, -104*, nt
CN(C)CCNC(=O)C(=O)NCC1OCCN1S(=O)(=O)c1ccc([N+](=O)[O-])cc1 (stereo unspecified)
 : 5, 6, 6, 4, -3, 9, 22, -8, 7, -3, -4
Cc1cc(C(=O)OCC(=O)Nc2ccccc2C(F)(F)F)on1
 : -20, 1, -8, 16, 10, 0, 12, -3, -5, 9, 1
COc1ccc(-n2nc3c(N4CCC(C(=O)NCc5cccc(C)c5)CC4)nnc(C)c3c2C)cc1
 : -23, -4, 37, 8, 6, -6, -17, -8, 12, -28, -14
Cc1ccc(/C=C(/C#N)C(=O)NC(=O)Oc2ccccc2)cc1
 : 2, 5, 4, -14, 3, 3, 11, -11, -9, 5, 9
Cn1c2c(c(=O)n3ncnc13)CCCC2
 : 4, -6, -18, 3, 11, 7, 31, 23, 8, -5, -20
COc1ccc(-c2csc3nc(-c4ccccc4)oc(=O)c23)cc1OC
 : -7, 0, 8, -2, 12, 16, 1, -22, -6, -5, -2
COc1ccc(C2CC(c3cccs3)=NN2C(=O)COC(=O)c2cncc(Br)c2)cc1OC (stereo unspecified)
 : -20, 3, -18, -5, -8, -31, 6, 0, 2, 1, 1
CC1CCCCN1CCNC(=O)c1ccc2c(c1)N(Cc1ccccc1)C(=O)c1ccccc1S2(=O)=O (stereo unspecified)
 : 12, -9, 15, -22, 6, -2, -10, -1, 4, -4, -2
CN(C)C(CNC(=O)c1cc(S(=O)(=O)N(C)c2ccccc2)ccc1Cl)c1cccs1 (stereo unspecified)
 : 4, 4, 2, -22, 12, 28, 10, 7, -6, -7, 41*
O=C(COC(=O)c1ccc(S(=O)(=O)N2CCCC2)cc1)Nc1ccc(F)cc1F
 : -20, 0, 2, 9, 9, -7, 10, 5, -5, -6, 25
Cc1cc(/C=N/NC(=O)c2cccc([N+](=O)[O-])c2)c(C)n1-c1ccc(Cl)cc1Cl
 : -9, 6, 6, 4, 10, 95*, -16, -4, nt, -2, 1
CC1(C)O[C@@H]2[C@H](O1)[C@@H](COS(=O)(=O)O)O[C@H]2n1ccc(=O)[nH]c1=O
 : 10, 5, -24, -6, -6, -4, -5, -20, -18, -2, -5
COC(=O)c1sccc1N/C=C(\C#N)S(=O)(=O)C(C)(C)C
 : 8, nt, -15, -7, 3, 4, 3, 20, 0, 13, -4
Cc1cc(Br)ccc1OCCCCN1CCC(C)CC1
 : -21, 3, 7, 12, 15, 0, 16, -37, 4, -23, -4
O=C(Nc1ccccc1)N(C1=NCCC1)c1ccc(OC(F)F)cc1
 : -4, -9, -8, -6, -5, -27, 1, -13, -7, 2, 6
NC(=O)NN=C(C1CC1)C1CC1
 : -21, 2, -12, 14, 1, 21, -19, 9, -3, 15, -2
C(=NCCCN1CCOCC1)c1ccc2c(c1)OCO2
 : -1, -4, -1, 14, 8, 17, 1, 2, 9, 12, -12
CCOC(=O)c1cc(NC(=O)CNCC(c2ccccc2)N(C)C)cc(C(=O)OCC)c1 (stereo unspecified)
 : 12, -3, 1, -5, -7, -18, -9, 16, -3, -18, -12
Cn1c(CN2CCOCC2)nnc1SCc1ccc(C#N)cc1
 : -2, 4, 1, -8, -30, 5, 12, 5, -8, -5, -5
Cc1cc(C)c(NC(=O)CSc2nnc(CNC(=O)c3c(F)cccc3Cl)o2)c(C)c1
 : -2, 4, -11, -10, -16, -20, -5, -13, -10, 6, -3
O=C(OC1CCOC1=O)c1cc(-c2ccc(Cl)cc2)nc2ccccc12 (stereo unspecified)
 : -4, -7, 8, -11, -28, 0, 12, 8, -23, 4, 21
Cc1ccc(CNC(=O)N2CCN(C)CC2)cc1
 : 16, -2, -15, -30, -11, -1, 7, -31, -6, -10, 9
CCCCOC(=O)C1[C@H]2C(=O)N(CCc3ccccc3)C[C@]23C=C[C@H]1O3 (stereo partly specified)
 : -11, -15, -4, 2, 0, 17, -6, -2, 8, -4, 0
CN1CCN(CC(=O)Nc2cccc(S(=O)(=O)N(C)c3ccccc3)c2)CC1
 : 17, 74*, -11, 15, -8, -2, 15, -2, -5, -21, -15
CC(C)C(OC(=O)C1CCCO1)C(=O)NC1CCCC1 (stereo unspecified)
 : 8, 2, -6, -10, -10, 13, 24, -9, 4, -2, 9
CCN(CC)CCN(C)C(=O)c1ccc(OC2CCN(C(=O)C3CC3)CC2)cc1
 : 7, -7, 4, 15, -9, -16, 1, -1, 9, 1, 12
CC1(C)Cc2c(sc(NC(=O)C(=O)NCC3CCCO3)c2C(N)=O)CO1 (stereo unspecified)
 : 12, -1, -1, -19, -5, 9, 11, -36, 10, -12, 4
COc1cc2[nH]c(O)c(C=O)c2cc1OC
 : 1, 3, -11, 16, -4, -2, -11, -10, 4, 5, 6
CCOC(=O)c1cnc(-n2nc(C)cc2C)nc1Nc1cccc(C(=O)O)c1
 : -8, 10, -8, -10, -4, -2, -3, 2, -28, -8, 1
O=C(NC1=NCCS1)c1ccc(Cl)s1
 : -3, -37, 20, -115, -92, -8, -78, -24, -36, 4, -29
CCOc1ccc(C(=O)NC(=S)Nc2ccc(NC(=O)c3ccco3)cc2)cc1[N+](=O)[O-]
 : -5, -7, -9, 9, 6, -46, 9, -29, -9, 2, -19
CC(C)COC(=O)N(C)C[C@H]1OCc2cnnn2CCCC(=O)N([C@H](C)CO)C[C@H]1C
 : 5, -3, -1, -14, -19, -11, -19, 10, -7, -20, 3
CCOc1nc(OCC)nc(N2CCC(C)CC2)n1
 : 24, -5, 4, 6, -20, -1, 10, 12, 5, -14, 4

Bioassay records from PubChem BioAssay.

Rows were taken by chance; 4.2% or so of the library scored in one or more.
